VIM-2 inh: VIM-2 metallo-beta-lactamase inhibitors, primary screen, biochemical, epi-absorbance readout, Pseudomonas aeruginosa enzyme; purified VIM-2, nitrocefin hydrolysis, epi-absorbance fluorescence; inhibition, % at 5.6 µM; actives 0.89% (n = 290,000);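 active = inhibition above the mean of all tested compounds plus 3 SD, cutoff set per screening run, cut at about 7.5% in these data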;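 also: red hydrolysis product quenches plate fluorescence so inhibitors raise well fluorescence; 0% = enzyme with DMSO and 100% = DMSO without enzyme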
IDE cell activ: human IDE activators in live cells, primary screen, fluorescence polarization, HEK cells, FAbeta-B substrate; FAbeta-B cleavage; 0% vehicle, 100% cell-free pure enzyme wells; activation, % at 5.96 µM; actives 0.073% (n = 340,000); AID 493087, 2011;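 active = activation above the mean of all tested compounds plus 3 SD, set per screening campaign, cut at about 17% in these data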
GalR3 antagonist: GalR3 antagonists in HEK293 cells, primary screen, cell-based, fluorescence readout; actives 0.44% (n = 360,000); Galanin receptor type 3 (Homo sapiens), O60755; inhibition, % at 3 µM; AID 651719, 2012; HEK293 GalR3-CNG cAMP membrane potential fluorescence; galR3 body fused to GalR1 C-terminus;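 active = inhibition above the screen-wide average plus 3 SD, cut at about 13% in these data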;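 also: forskolin and galanin both at EC90 stimulate the cells; cAMP rise reported by CNG channel membrane potential dye signal; 0% = forskolin plus galanin with DMSO and 100% = forskolin alone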
Target sequence (O60755 1-299 limits assumed): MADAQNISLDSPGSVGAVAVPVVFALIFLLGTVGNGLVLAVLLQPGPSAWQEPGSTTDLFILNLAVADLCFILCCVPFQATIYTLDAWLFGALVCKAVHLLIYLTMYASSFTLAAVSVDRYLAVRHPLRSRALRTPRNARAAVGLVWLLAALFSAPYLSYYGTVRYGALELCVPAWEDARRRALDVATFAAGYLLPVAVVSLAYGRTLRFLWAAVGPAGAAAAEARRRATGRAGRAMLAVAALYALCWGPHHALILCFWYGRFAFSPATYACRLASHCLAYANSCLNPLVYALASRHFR
NS3 helicase inh: inhibitors of HCV NS3 helicase, primary screen, biochemical, Cy5 molecular beacon fluorescence; NS3 helicase DNA unwinding; actives 0.56% (n = 290,000); inhibition, % at 10.9 µM; Hepatitis C virus NS3 helicase;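 active = inhibition above the mean of all tested compounds plus 3 SD, set per campaign, cut at about 35% in these data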;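 also: 0% = DMSO wells and 100% = thioflavine S control wells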
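System: NS3 helicase fragment of HCV / Schedule: 1 h at 25 °C / Control set: DMSO alone as 0% and 110 µM thioflavine S as 100% / Reagent: Cy5/quencher beacon DNA duplex and ATP to start / Technique: Cy5 fluorescence / Replication: singlicate / Evaluation: % inhibition of end-to-start signal ratio versus controls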
IDE cell inh: human IDE inhibitors in live cells, primary screen, fluorescence polarization, HEK cells, FAbetaB substrate | FAbetaB cleavage | actives 0.41% (n = 320,000) | Insulin-degrading enzyme (Homo sapiens), P14735 | inhibition, % at 5.59 µM;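 active = percent inhibition above the average of all tested compounds plus 3 SD, set per screening campaign, cut at about 16% in these data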;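 also: IDE supplied by intact live HEK cells; FP after avidin binding of uncleaved biotin substrate so inhibition keeps polarization high; 0% = DMSO wells and 100% = 60 µM reference IDE inhibitor Ii1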
SUMO HTRF inh: inhibitors of in vitro SUMOylation cascade, primary screen, biochemical, HTRF, uHTS; HTRF SUMOylation assay, SAE1/SAE2 + UBC9; inhibition, % at 35 µM; SUMO-conjugating enzyme UBC9 (Homo sapiens), P63279; AID 2006, 2009; actives 0.36% (n = 290,000); in the data active = inhibition above about 50%, passing the limit was not always enough; also: strong numbers were not always called active
Target sequence (P63279 whole entry, looked up): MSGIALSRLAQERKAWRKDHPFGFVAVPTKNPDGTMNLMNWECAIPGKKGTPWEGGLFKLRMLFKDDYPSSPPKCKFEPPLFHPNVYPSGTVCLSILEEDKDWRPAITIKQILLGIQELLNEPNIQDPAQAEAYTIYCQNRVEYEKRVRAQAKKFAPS
IMP-1 inh: IMP-1 metallo-beta-lactamase inhibitors, primary screen, biochemical, epi-absorbance readout, Pseudomonas aeruginosa enzyme; metallo-beta-lactamase IMP-1 (Pseudomonas aeruginosa); inhibition, % at 5.6 µM; actives 0.45% (n = 290,000); purified IMP-1, nitrocefin hydrolysis, epi-absorbance fluorescence;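 active = inhibition above the mean plus 3 SD of all compounds in the same screening run, cut at about 4.5% in these data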;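 also: 0% = IMP-1 with DMSO and 100% = DMSO wells lacking enzyme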
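system = purified recombinant IMP-1 beta-lactamase | amount = 0.2 nM IMP-1, as dispensed | medium = HEPES buffer pH 7.1 with ZnSO4 and Brij 35 | times = 25 °C, 15 min preincubation, 25 min reaction | detection = plate fluorescence quenching by hydrolysis product, ex 480/em 530 nm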
CRFR2-BP antag: antagonists of CRF-BP/CRF-R2 complex, primary screen, cell-based, HEK293, calcium dye fluorescence, uHTS | CRF-induced calcium fluorescence | actives 0.59% (n = 350,000) | inhibition, % at 11.8 µM | AID 588475, 2011;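 active = inhibition of the ligand-induced calcium signal above about 50% at the single tested concentration, limit read from the data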
p-CIP stab down: p/CIP-EGFP fusion destabilizers, primary screen, fluorescence, F442A cells | Q05BA5 | AID 1984, 2009 | actives 0.01% (n = 290,000) | decrease of EGFP signal, % at 10 µM | 16 h;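 active = EGFP signal decrease of at least 30% at 10 µM or well 3 SD below plate mean, unless failing retest; inactive = the rest, including hits failing retest or dose response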; also: some compounds called inactive have numbers as strong as hits; many of its hits are not listed in these tables
An asterisk follows results filed as active; · = not tested or not shown; & = joins results of further samples.

NS3 helicase inh	CRFR2-BP antag	GalR3 antagonist	IMP-1 inh	IDE cell activ	p-CIP stab down	VIM-2 inh	SUMO HTRF inh	IDE cell inh	canonical_smiles
6	-2	-2	-3.9	7	-12	-4.0	-7	0	COC(=O)c1cccc(NC(=O)CC2C(=O)NCCN2C(=O)c2ccc(F)cc2F)c1 (centres undefined)
·	20	-1	·	-5	·	·	·	7	CC(=O)Nc1ccc(S(=O)(=O)NCC(=O)OCC(=O)NCc2ccc3c(c2)OCO3)cc1
-4	-3	0	-1.1	-3	-7	-1.1	17	-1	CCOC(=O)N1CCN(c2c(NCCN(C)Cc3ccccc3)c(=O)c2=O)CC1
-5	-11	-4	-2.7	2	8	-4.0	-2	7	COc1cccc(/C=N/NC(N)=S)c1OCc1cccc(Cl)c1
-4	13	-7	-1.3	·	-36	-2.9	16	4	CCn1cc(C(=O)OCC(=O)Nc2cccc(Cl)c2Cl)c(=O)c2ccc(C)nc21
-1	-5	-2	-2.3	1	1	-1.9	-2	1	Cc1cc(N2CCC(C)CC2)nc2ccc(N3C(=O)CCC3=O)cc12
2	16	2	-2.1	5	-22	-1.5	16	4	O=C(NCc1ccco1)c1nnc(Cc2ccc(Cl)cc2)o1
-15	-1	-3	-4.3	4	-1	-1.3	31	2	CCOc1ccc(NC(=O)c2ccc(NC(=S)NC3CCCCC3)cc2)cc1
9	4	-5	-3.8	4	-4	-1.6	0	-1	COc1ccc(N2CCN(C(=O)CS(=O)Cc3nc(-c4ccc(OC)c(OC)c4)oc3C)CC2)cc1 (centres undefined)
-7	4	-5	-0.8	4	-2	-0.7	8	-6	CCNC(=S)N/N=C/c1ccccc1[N+](=O)[O-]
-1	-10	2	-1.9	4	-9	-4.9	2	7	CC(=O)Nc1cccc(C(=O)NC2CCCc3c2cnn3-c2ccccc2F)c1 (centres undefined)
·	15	-3	·	3	·	·	·	6	COc1ccccc1OCC(=O)Nc1ccccc1C(=O)NC1CC1
22	13	-11	-2.4	4	4	-2.5	-19	5	O=C(NCCc1ccccn1)C(F)(F)C(F)(F)C(F)(F)C(F)(F)C(F)(F)C(F)(F)C(F)(F)C(F)F
6	-3	-1	-2.2	-2	·	-2.2	·	0	Cc1cc(NS(=O)(=O)c2ccc(Br)s2)no1
-11	15	3	0.3	7	-13	-1.6	7	1	Cc1cnc(C)c(N2CCN(Cc3nc(-c4ccccc4)no3)CC2)n1
1	4	-10	-3.0	-7	-3	-1.8	15	-3	CCOc1ccc(C2NCCc3cc(OC)c(OC)cc32)cc1OC (centres undefined)
-3	5	-1	0.6	0	-8	0.0	4	8	O=C(NCCCc1ccccc1)N1CCOCC1
-13	0	-1	-2.0	4	-12	-0.4	13	-5	Cc1c(C(=O)N2CCN(c3ccccc3)CC2)oc2c(F)cccc12
-16	-11	-4	-2.0	6	11	-4.7	-13	3	COc1cc(CNCCSc2nnnn2C)cc(Br)c1OCc1ccccc1F
3	-10	-6	-3.3	-4	6	-4.2	6	-5	COc1ccccc1N(CC(N)=O)S(=O)(=O)c1ccc(C)cc1
-13	18	-4	-4.0	-4	-10	-6.5	-1	-2	CCn1c(O)c(/C=C2\C=NN=C2c2ccccc2)sc1=S
-7	3	0	-1.2	-7	-3	-3.2	-2	10	COc1cccc(C(=O)N2CCN(C3CCC(c4ccccc4)CC3)CC2)c1OC (centres undefined)
1	1	-2	-6.1	-6	6	-2.8	4	2	O=C(OCCN1CCCCC1)c1cc2ccccc2o1
17	-4	-1	-0.6	-14	-1	-0.2	7	5	CCn1c2ccccc2c2n[nH]c(=S)nc21
-32	-20&-32	-3&-11	-2.4	3&-5	-6	0.1	6	5&7	Cc1ccc2c(c1)c1c3n2CCNC3CCC1 (centres undefined)
-1	21	-7	0.1	2	2	-0.8	17	-3	O=C(c1ccccc1Cl)N1CCN(Cc2ccc3c(c2)OCO3)CC1
-3	-3	-5	-3.2	-2	-12	-4.3	-8	-3	Cc1cccc(-n2ccnc2CN2CCC(CO)(Cc3ccccc3)CC2)c1
0	3	0	0.5	2	-4	-3.0	-2	-1	Cc1noc(C)c1C(=O)NCc1ccccc1
15	-15	-3	-2.9	4	-2	-2.8	13	1	Cn1c(SCC(=O)N/N=C/c2ccc([N+](=O)[O-])s2)nnc1-c1ccccc1
3	31	-1	-1.9	-2	-2	-3.3	-4	-3	CC(=O)Nc1cccc(/C(C)=N/NC(=O)c2ccccc2Cl)c1
-21	-7	-7	-0.4	4	-8	-0.6	20	-4	Cc1cccc(NC(=S)NC2CC3CCCC(C2)N3Cc2ccccc2)c1C (centres undefined)
-2	4	-2	-1.4	3	-9	-2.4	18	-4	O=C(NNC(=O)c1ccccc1F)c1ccco1
0	-11	-1	-5.0	-4	0	-2.3	-12	-1	O=C(CN1N=C(c2ccc(Cl)cc2)CCC1=O)NCCN1CCc2ccccc2C1
6	-9	-5	-1.9	5	12	0.5	-21	5	CCn1c(O)c(N=NC2=NC(=O)CS2)c2cc(C)ccc21
1	3	0	-0.9	-4	-10	-0.1	11	·	CC(C)CC(=O)Nc1nc(-c2ccc(S(=O)(=O)N3CCOCC3)cc2)cs1
-4	-30	-6	-0.5	-1	-7	2.0	4	-6	Cn1c(=O)c2c(nc(CN3CCN(c4ccccc4)CC3)n2Cc2c(F)cccc2Cl)n(C)c1=O
-2	-9	1	-1.7	0	-8	-2.4	7	1	CS(=O)(=O)N1Cc2ccccc2CC1C(=O)O (centres undefined)
0	-2	-3	-1.1	0	-12	-1.6	12	0	COc1ccc(C(=O)Nc2ccc(C(=O)N3CCOCC3)cc2)cc1OC
-5	18	-10	-4.6	4	2	-1.3	-7	0	CCOCCCn1c(SCC(=O)Nc2cc(OC)ccc2OC)nc2ccccc2c1=O
7	-4	-4	-5.1	3	-17	-1.9	0	3	CC(=O)Nc1ccc(C(=O)N(C)C(C(=O)Nc2ccc(C)cc2)c2ccccn2)cc1 (centres undefined)
-15	17	-4	0.5	-1	-9	-2.6	-8	7	C[C@@H](C(=O)NCc1ccccc1)[C@@H]1C[C@@]1(C)[C@@H](NC(=O)OCc1ccccc1)c1ccccc1
·	-66	5	·	17	·	·	·	2	COc1cccc2c1C(=O)c1c(O)c3c(c(O)c1C2=O)C[C@](O)(C(C)=O)C[C@H]3O[C@@H]1C[C@@H](N)[C@@H](O)[C@@H](C)O1
15	-7	-7	-1.4	1	-3	-1.0	13	7	COc1ccc(/C=C2\CCC/C(=C\C=N\N(C)C)C2=O)cc1
·	-4	-3	·	4	·	·	·	2	O=C(COC(=O)CNC(=O)c1ccc([N+](=O)[O-])o1)Nc1ncc(Cl)cc1Cl
·	14	-3	·	-1	·	·	·	-4	CCCN1C(=O)CC(=O)N=C1SCC(=O)Nc1ccccc1F
25	22	-4	-3.0	-3	5	-2.5	-7	2	CCCOc1ccc(/C(O)=C2/C(=O)C(=O)N(c3cc(C)on3)C2c2ccc(C(=O)OC)cc2)cc1 (centres undefined)
20	32	0	-3.5	4	-4	-2.9	-2	0	COc1ccccc1CC(=O)Nc1ccc([N+](=O)[O-])cc1O
12	-16	0	-3.5	4	0	-2.7	2	2	CCCC(=O)NCc1ccccc1Cl
·	-7	3	·	3	·	·	·	-2	CCc1ccc(OCC(=O)OC(C)C(=O)Nc2ccc(Cl)cn2)cc1 (centres undefined)
-9	-18	77*	-4.1	2	-18	-4.8	8	-1	Cc1cc(OCC(=O)Nc2ccncc2)c(C)cc1Br
-7	16	-1	6.6*	0	-17	-1.4	14	-2	CCCCN(CC)S(=O)(=O)N1CCC(C(=O)NCCCN2CCOCC2)CC1
-3	-3	-2	-2.8	-1	-2	-5.9	-1	·	Cc1cc(C(=O)N/N=C/c2cccc(OC(=O)c3cccc(Br)c3)c2)n[nH]1
·	-2	1	·	-1	-13	·	21	·	CCCCn1c2nc3ccccc3nc2c2c(=N)oc(C)nc21
-47	-3	2	-1.3	4	9	33*	-3	2	Cc1cc(OCC(=O)Nc2ccc(CN3CCOCC3)cc2)c2c(C)c(C)c(=O)oc2c1
·	-13	2	·	0	·	·	·	1	COc1ccc(C)cc1S(=O)(=O)Nc1ccc(-n2c(C)nc3ccccc3c2=O)cc1
-8	-3	-4	-1.9	7	0	-0.1	28	1	Cc1c(Cc2ccccc2)c(=O)oc2cc(O)ccc12
-16	-7	-3	-0.3	-2	15	0.3	-20	-4	COc1ccc(C(C(=O)Nc2ccc(C(C)C)cc2)N(Cc2ccco2)C(=O)CC2NC(=O)NC2=O)cc1 (centres undefined)
6	40	-2	-3.6	-2	-13	-5.3	-3	0	O=C(Nc1ccc(N2CCN(C(=O)c3ccco3)CC2)cc1)c1cccs1
-19	-16	-6	-1.3	4	-4	-0.1	17	·	COc1ccc(Cn2nnnc2C(c2ccccc2Cl)N2CCN(C3CCCC3)CC2)cc1 (centres undefined)
-4	-8	-6	-2.3	-6	-2	-2.5	12	4	COc1ccc(CC(=O)N2CC3(C)CC2CC(C)(C)C3)cc1 (centres undefined)

Other results.
NS3 helicase inh	CRFR2-BP antag	GalR3 antagonist	IMP-1 inh	IDE cell activ	p-CIP stab down	VIM-2 inh	SUMO HTRF inh	IDE cell inh	canonical_smiles
-5	-3	-7	-3.0	7	-5	0.2	16	-4	CCn1cc(C(=O)NCC(C)C)c(=O)c2cc(F)c(N3CCN(C(=O)c4ccco4)CC3)cc21
-18	-1	-7	-1.6	·	7	-3.0	-21	7	Cc1ccc(S(=O)(=O)n2nccc2-c2c(-c3ccccc3)noc2C)cc1
-1	-17	-9	-4.6	1	1	-2.5	-8	-1	CC(C)c1ccc(N2C(=O)CSC23C(=O)N2CCCc4cccc3c42)cc1 (centres undefined)
8	3	-4	-2.7	1	8	-0.1	-8	1	Cc1ccc(S(=O)(=O)Oc2ccccc2N2C(=O)C3CC=CCC3C2=O)cc1 (centres undefined)
-7	2	-4	-0.3	5	-12	-3.2	-6	8	CCCCCCC1CC(/C(C)=N\NC(N)=O)OC1=O (centres undefined)

Screens deposited in PubChem by several laboratories.
